Akt phos inh: HTS Assay for Inhibitors of Akt Phophorylation: Primary Screen | Neuro2A IGF-stimulated pAkt S473 HTRF, 20 min; hits give low values | actives 0.32% (n = 360,000) | AID 651550, 2012 | activity change, % for hits at 50 µM; in the data active means activity change below about -80%; inconclusive means mostly about -51% to -80%; further: on the % scale 0 is the no-effect control and ±100 the full control effect
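Neuro2A cells (4,500/well, DMEM with 0.5% FBS) were treated with compound at a single 50 µM final concentration, stimulated with 6 nM IGF for 20 min at 37 °C, and lysed. Phospho-Akt Ser473 was read by HTRF as 665/615 ratio ×10^4.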
Abeta yeast res: qHTS for compounds that reverse cellular toxicity of Amyloid beta (A-beta) peptide in yeast: Primary Screen. yeast expressing A-beta42, growth rescue, OD600, 48 h; response scale: 0% DMSO, 100% iron-clioquinol control. Potency, µM (top dose mostly 46.1 µM), for inactives: top-dose growth rescue, usual class: activators. actives 0.063% (n = 410,000); further: potency means the concentration at half of the fitted maximal effect; nearly all actives have a fitted effect of over 55% in size
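Growth rescue measured by 600 nm absorbance after 48 h yeast culture at 30 C with compound. Values normalized between DMSO and an equimolar ferric chloride plus clioquinol control.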
Nrf2 inh: Nrf2 qHTS screen for inhibitors; A549 ARE-Fluc reporter, luciferase luminescence, 18-24 h; Potency, µM (series often up to 46 µM), inactives show top-dose activity change, negative = inhibition, usual class: inhibitors; actives 2.1% (n = 360,000); AID 504444, 2011; further: potency means the concentration at half of the fitted maximal effect; on the % scale 0 is the no-effect control and ±100 the full control effect; nearly all actives have a fitted effect of over 60% in size
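Reporter: ARE-Fluc in A549. Exposure: 18-24 h, 37 °C, 5% CO2, 5% FBS OPTI-MEM. Readouts: fluorescent cytotoxicity (CellTiter-Fluor), then luminescent Nrf2 signal after BugLite.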
MmCpn inh: Inhibitors of TCP-1 ring complex (TRiC) of Methanococcus maripaludis (MmCpn): qHTS; Chaperonin Mm-Cpn (Methanococcus maripaludis); purified Mm-Cpn ATPase, ADP Transcreener TR-FRET; Potency, µM (top dose mostly 76.9 µM), inactives show top-dose activity, negative = inhibition, usual class: inhibitors; actives 0.031% (n = 330,000); AID 504842, 2011; further: potency means the concentration at half of the fitted maximal effect; on the % scale 0 is the no-effect control and ±100 the full control effect; nearly all actives have a fitted effect of over 80% in size
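ATPase read-out: TR-FRET ADP immunoassay (anti-ADP Eu cryptate vs ADP-d2), ex 320 nm, em 590/665 nm; signal drops as ADP forms. Enzyme 25 nM, ATP 10 uM, 30 min at 37°C after 10 min compound preincubation.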
CCT chaperon mod: High-Throughput Screening for Modulators of Cytosolic Chaperonin Activity | activity change, % (no concentration beside the values), hits read low | AID 651819, 2012 | purified chaperonin ATPase assay, HTRF ADP detection, 30 min | actives 0.3% (n = 360,000); in the data active means activity change below about -30%; further: on the % scale 0 is the no-effect control and ±100 the full control effect
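TRiC (40 or 20 nM final, by batch activity) in 30 mM Tris pH 7.4, 100 mM KCl, 5 mM MgCl2, 1 mM DTT was treated with compound at 76 uM single dose, then 10 uM ATP, 30 min at 37 °C. ADP was read by HTRF Transcreener.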
Nrf2 activator: qHTS of Nrf2 Activators; AREc32 ARE-luciferase reporter (MCF7-derived line), luminescence, 24 h; actives 0.31% (n = 410,000); Potency, µM (series often up to 46.1 µM), for inactives: at the top dose activation, hits mostly activators; further: potency means the concentration at half of the fitted maximal effect; % of control where 0% means no effect; nearly all actives have a fitted effect of over 65% in size
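Reporter line AREc32 (ARE-Fluc), seeded overnight in OPTI-MEM with 5% FBS; compound pin-transferred, 24 hr at 37 deg C, 5% CO2; luminescent read-out.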
HepG2 tox: qHTS for Inhibitors of TGF-b: Cytotox Counterscreen; HepG2 CAGA-GFP viability, ATP luminescence, 18 h; actives 0.76% (n = 410,000); Potency, µM (titrated, usually from 46.1 µM), without a hit: at the top dose activity change, negative = cytotoxicity, most hits filed as cytotoxic; AID 588856, 2011; further: potency means the concentration at half of the fitted maximal effect; some results filed as inactive show a strong effect at the top dose
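CellTiter-Glo luminescence gave cytotoxicity after 18 hours at 37 degrees C. The cells were HepG2 CAGA-GFP in 1% FBS DMEM, stimulated with 500 pg/mL TGF-beta after compound addition. %Activity was normalised to no-cell wells (complete cell-killing) and DMSO (no toxicity), and curves were fitted and classified.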
TGFb SMAD3 inh: qHTS for Inhibitors of TGF-b | Potency, µM (highest dose often 46.1 µM), without a hit: at the highest dose activity, negative = inhibition, usual class: inhibitors | actives 1.2% (n = 410,000) | HepG2 CAGA-GFP TGF-b/SMAD3 reporter, GFP fluorescence, 18 h; TGF-beta stimulated, 500 pg/mL final; further: potency means the concentration at half of the fitted maximal effect; on the % scale 0 is the no-effect control and ±100 the full control effect; nearly all actives have a fitted effect of over 65% in size
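Inhibition of TGF-beta-driven CAGA-GFP reporter expression in HEPG2 cells is measured by cellular GFP fluorescence after 18 h stimulation with 500 pg/mL recombinant TGF-beta in 1% FBS medium at 37 degrees C.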
A549 tox: Nrf2 qHTS screen for inhibitors: counterscreen for cytotoxicity. A549 ARE-Fluc cells, CellTiter-Fluor viability, 18-24 h. Potency, µM (titrated, usually from 46 µM), inactives show top-dose activity change, negative = cytotoxicity, most hits filed as inhibitors. actives 0.16% (n = 390,000). AID 504648, 2011; further: potency means the concentration at half of the fitted maximal effect; on the % scale 0 is the no-effect control and ±100 the full control effect
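A549 ARE-Fluc cells in 5% FBS OPTI-MEM, 5000 cells/well, rested 2 h then exposed to compounds in concentration-response for 18-24 h at 37 °C. Viability by CellTiter-Fluor fluorescence (Ex 405/Em 525) after 30 min; luciferase luminescence (BugLite, 15 min, RT) read afterwards.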
Numbers without * were called inactive; i = inactive; ? = inconclusive; . = not tested or not shown; & = joins results of further samples; [ ] = dose if it differs, or a comment. Unless noted, the call rests on the fitted dose curve; in most records, active means well fitted curve in the direction sought with a large enough effect; inconclusive means small, poorly fitted or top-dose-only effect, or another doubt; inactive means no such curve, though single readings can be large; an effect the other way counts as inactive or inconclusive.

SMILES	Akt phos inh	Abeta yeast res	Nrf2 inh	MmCpn inh	CCT chaperon mod	Nrf2 activator	HepG2 tox	TGFb SMAD3 inh	A549 tox
O=C(O)CC(c1ccc(OC2CCCC2)cc1)N1C(=O)c2ccccc2C1=O (stereo not given)	i	?	0%	1%	-1.9	-1.6%	-33%	-5%	0%
O=C(CN1C(=O)/C(=C2/SC(=S)N(CCS(=O)(=O)O)C2=O)c2ccccc21)Nc1cccc(C(F)(F)F)c1	i	1%	18%	-1%	-1.0	-0.5%	-4%	8%	-10%
COc1ccc(C(=O)NC(=S)NCc2cccnc2)cc1Cl	i	7%	-5%	0%	-0.5	0.4%	-10%	0%	0%
COc1ccc(C)cc1-n1nnnc1SCC(=O)Nc1cccnc1Cl	i	14%	-5%	0%	-0.9	3.5%	-18%	-16%	16%
CSc1ccccc1NC(=O)COc1ccc2c(c1)OCO2	i	-12%	21%	0%	1.3	7.8%	-16%	-8%	-2%
N#CCCN(C(=O)COC(=O)CNC(=O)c1cccs1)c1ccc(F)cc1	i	12%	-7%	1%	-0.6	2.1%	-6%	-5%	7%
Cc1ccc(S(=O)(=O)c2nc(NC3CCS(=O)(=O)C3)sc2Cl)cc1 (stereo not given)	i	8%	-9%	0%	0.5	0.1%	4%	19%	-10%
O=C(Nc1ccccc1C(=O)O)c1cc(S(=O)(=O)Nc2cccc(F)c2)ccc1Cl	i	2%	5%	2%	-1.6	-0.6%	-4%	-7%	2%
CCCCN1C(=O)C(NC(C)=O)c2ccccc21 (stereo not given)	i	7%	9%	1%	-0.5	0.3%	-4%	-4%	18%
O=C(/C=C/c1ccco1)N(Cc1cccc(Br)c1)C1CCS(=O)(=O)C1 (stereo not given)	i	3%	-5%	0%	-2.2	7.7%	6%	1%	-1%
CCOP(=O)(O)c1ccccc1OCCOc1ccccc1P(=O)(O)OCC	i	0%	10%	4%	0.1	-0.6%	7%	15%	1%
CCOC(=O)C1CCCN(C(=O)c2cccc(Cl)c2)CC1 (stereo not given)	i	-4%	.	.	-7.0	0.7%	-15%	-4%	.
O=C(Nc1nnc(C2CC2)s1)c1ccc(Cl)c(S(=O)(=O)N2CCc3ccccc3C2)c1	i	3%	23µM*	-11%	-0.7	0.2%	-30%	?	-4%
CC(C)N(C(=O)CSc1nc2ccccc2n1-c1ccccc1)C(C)C	i	-26%	-20%	-5%	0.3	0.7%	-3%	-10%	-14%
COC(=O)CN1C(=O)C(C)(C)Oc2ccc(C(=O)NC3CCCC3)cc21	i	-6%	?	1%	0.8	0.3%	-7%	-14%	1%
CC(C)CCn1c(SCCN2CCOCC2)nc2c1c(=O)[nH]c(=O)n2C	i	17%	-9%	-2%	0.8	0.2%	-1%	-3%	-13%
Cc1ccc(OCCn2cnc3c2c(=O)n(C)c(=O)n3C)cc1	i	-1%	-27%	1%	0.1	0.1%	-15%	-3%	3%
Cc1ccc(OCC(=O)N(Cc2nc(-c3ccccc3)no2)C(C)C)cc1C	.	?	.	.	.	3.9%	-29%	?	2%
CCn1nc(C(=O)N2CCc3ccccc32)c2ccccc2c1=O	i	-7%	-6%	-1%	1.9	0.3%	-7%	7%	-6%
CCN1CCN(C(=S)c2ccc(SC)cc2)CC1	i	-5%	22%	-2%	-1.9	-0.5%	-1%	-10%	7%
COC(=O)[C@H](Cc1ccccc1)NC(=O)NC(C)CCc1ccccc1 (stereo not given in full)	i	2%	-13%	0%	0.3	-0.3%	-26%	-12%	0%
Cc1ccc(NC(=O)c2cccs2)cc1NC(=O)c1ccco1	i	15%	-26%	-1%	-1.2	3.6%	-16%	-17%	-2%
CCCC1=C(C(=O)OCC)C(c2ccccc2OC)NC(=O)N1 (stereo not given)	i	18%	-16%	-2%	-8.5	-0.8%	10%	1%	-3%
CCOc1ccc(NC(=O)CSc2nnc(-c3ccc(C)cc3)c(-c3ccc(C)cc3)n2)cc1	.	-12%	.	.	.	-0.3%	-4%	0%	-4%
O=C(c1ccccn1)N1CCCC(N2CCN(Cc3ccc4c(c3)OCO4)CC2)C1 (stereo not given)	i	0%	2%	-5%	-2.1	-0.6%	-1%	-19%	-5%
Brc1ccc(CN2CCN(Cc3c[nH]c4ccccc34)CC2)cc1	i	-29%	1%	0%	0.1	24%	-68%	?	-1%
COc1cccc(OC)c1C(=O)Nc1c(C)n(C)n(-c2ccccc2)c1=O	i	12%	9%	0%	-1.2	-0.2%	4%	?	15%
O=C(CN1CCN(c2ccccc2F)CC1)c1ccc2c(c1)OCO2	i	-6%	?	-1%	-0.9	4.5%	-22%	-13%	3%
CCCc1cc(=O)oc2cc(OC(C)C(=O)NCC3CCC(C(=O)O)CC3)ccc12 (stereo not given)	i	-25%	6%	1%	2.0	1.7%	3%	-7%	4%
Cc1ccc(OCC(=O)NC2CC(C)(C)NC(C)(C)C2)cc1C	i	7%	0%	0%	-2.1	0.5%	-9%	?	-6%
COc1cccc(CNC(=O)CCc2cn(Cc3ccccc3Cl)c3ccccc23)c1	.	4%	?	.	.	1.0%	-17%	?	1%
Cc1cc(C)n2nc(C(=O)Nc3cccc(S(=O)(=O)N(C)c4ccccc4)c3)nc2n1	i	4%	-8%	-1%	-4.7	-0.2%	-4%	-11%	2%
C[C@@H](c1ccccc1)N1C[C@H](COCc2ccccc2)Oc2cc(N3CCC[C@H]3C(N)=O)ccc2S1(=O)=O	i	5%	.	.	-1.7	3.7%	.	.	.
O=C(Nc1ccc(F)cc1F)c1cc2c(=O)n3ccccc3nc2s1	.	-35%	15%	.	.	4.8%	-7%	6%	-1%
CCNC(=O)CSc1nc2ccccc2c(=O)n1-c1cccc(OC)c1	i	-6%	9%	0%	0.1	1.7%	7%	8%	-5%
CC(C)(C)c1ccc(S(=O)(=O)NCC(=O)N2CCN(C(=O)c3ccco3)CC2)cc1	i	7%	.	-6%	-1.6	0.2%	-6%	-11%	0%
Cc1ccc(NS(=O)(=O)c2ccc3c(c2)NC(=O)C(C)C(=O)N3)cc1C (stereo not given)	i	6%	?	1%	-0.3	-1.9%	-6%	19%	-10%
O=C(CN1CCN(c2ccc(Cl)cc2)CC1)Nc1ccc(F)c(F)c1	i	?	.	1%	0.2	3.0%&3.3%	1%&-29%	?	?
OC(CN1C2=NCCCN2c2ccccc21)c1ccc2c(c1)OCO2 (stereo not given)	-101%*	-10%	2%	3%	1.7	-0.6%	-19%	13%	15%
CCOC(=O)c1[nH]c(C)c(C(=O)OCC(=O)NC(=O)NC(C)(C)C)c1C	i	1%	10%	0%	-4.0	0.0%	-5%	4%	.
CC(O)c1nc(C(C)O)n(CC(=O)c2ccccc2)n1 (stereo not given)	i	5%	24%	-4%	0.0	0.5%	-2%	-38%	2%
Cc1ccc(NC(=O)CN(C)C(=O)c2ccccc2Cc2ccccc2)cc1	i	30%	-9%	5%	-2.8	-0.4%	-14%	-11%	-2%
CCOc1ccc(NC(=O)c2c(N)n(C)c(=O)[nH]c2=O)cc1	i	-16%	-15%	.	-0.7	-0.1%	-6%	-3%	2%
Cc1ccccc1C(=O)Nc1cc2c(cc1N1CCOCC1)n(C)c(=O)n2C	.	-7%	7%	.	.	7.4%	-15%	2%	2%
Cc1cc(C)nc(SCc2nc3ncccn3c2Br)n1	i	12%	.	-1%	-0.1	9.6%	5%	?	10%
COc1ccc(C)cc1S(=O)(=O)N(C)CC(=O)NC1CC1	i	0%	3%	2%	-1.0	-0.4%	-5%	0%	12%
Cc1ccc(NC(=O)CCC(=O)NNC(=O)c2cccs2)c(C)c1	i	-4%	0%	2%	-2.0	-0.5%	-37%	-24%	-7%
CCCCOc1ccc(CN=C(N)N)cc1Cl	i	-7%	?	1%	-1.2	-0.2%	-22%	-10%	0%
COc1ccc(C(=O)O/N=C(/c2cccs2)C(C)(C)C)cc1	i	11%	2%	-5%	2.2	0.0%	61%	44%[activator]	9%
CCOc1ccc(-n2nc3c(=S)[nH]nc(C)c3c2C)cc1	i	8%	-24%	-30%	-0.4	0.1%	-1%	0%	-4%
Cc1cc(N2C(=O)C(O)=C(C(=O)c3ccco3)C2c2cccc(Cl)c2)no1 (stereo not given)	i	.	-3%	-5%	0.7	1.9%	-23%	9%	-1%
CCOCCCNC(=O)C(NC(=O)Cc1cccs1)c1ccc(C)cc1 (stereo not given)	i	-7%	-2%	0%	-3.0	1.8%	-34%	10%	1%

Individual results from the results shown.
Cc1cc(N2C(=O)C(O)=C(C(=O)c3ccco3)C2c2cccc(Cl)c2)no1 (stereo not given) in Nrf2 inh reads -3%
COc1ccc(C(=O)O/N=C(/c2cccs2)C(C)(C)C)cc1 in TGFb SMAD3 inh reads 44%[activator]

Compound profiles, as listed above. Screens in order: Akt phos inh	Abeta yeast res	Nrf2 inh	MmCpn inh	CCT chaperon mod	Nrf2 activator	HepG2 tox	TGFb SMAD3 inh	A549 tox
COc1ccc(C(=O)O/N=C(/c2cccs2)C(C)(C)C)cc1 as listed: i	11%	2%	-5%	2.2	0.0%	61%	44%[activator]	9%
CCOc1ccc(-n2nc3c(=S)[nH]nc(C)c3c2C)cc1 as listed: i	8%	-24%	-30%	-0.4	0.1%	-1%	0%	-4%

Screening results as filed in PubChem.
